Coupling enz – qHTS Assay for Inhibitors of Fructose-1,6-bisphosphate Aldolase from Giardia Lamblia: Coupling assay counterscreen; coupling enzyme system counterscreen, AmpLite Red fluorescence; activity change, negative = inhibition, % at 58.2 µM, hits read low; 290,000 tested, 0.67% active; AID 2472, 2010; in the data active = activity change below about -30%; also: % is scaled to controls: 0 for no effect and ±100 for the full control effect
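Compounds tested against the coupling enzymes alone at 57.5 uM final; readout was AmpLite Red fluorescence (525/598 nm) after 20 min at RT.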
PTAP TSG101 blk – qHTS Assay for Iinhibitors of HIV-1 Budding by Blocking the Interaction of PTAP/TSG101 | Tumor susceptibility gene 101 protein (Homo sapiens), Q99816 | 340,000 tested, under 10 active | Fluorescence polarization, FITC-PTAP peptide / Tsg101 binding | Potency, µM (highest dose often 115 µM), without a hit: at the highest dose activity change, negative = inhibition, most hits filed as inhibitors; active = well fitted inhibition curve with a large enough effect in the main read-out, with a control signal flat, not every such curve was filed as active; inconclusive = small, poorly fitted or top-dose-only effect, or effect the other way, or a change in a side signal; inactive = no such curve, though single readings can be large or run the other way; also: potency is read from the fitted curve at half-maximal effect; % of control where 0% means no effect
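Fluorescence polarization binding of Tsg101 binding domain (10 uM final) to FITC-labeled PTAP peptide (50 nM final) in HEPES pH 7.5 buffer with NaCl, Tween 20, EDTA, TCEP. Compounds added before peptide; binding 20 min at RT.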
B2AR arrestin – qHTS assay of beta-arrestin-biased ligands of beta2-adrenergic receptor; Beta-2 adrenergic receptor (Homo sapiens), P07550; beta-arrestin recruitment to beta2AR, cell-based reporter; Potency, µM (highest dose often 46.1 µM), for the others: at the highest dose activation, usual class: activators; 330,000 tested, 0.02% active;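 also: potency is read from the fitted curve at half-maximal effect; 0% = DMSO controls and full agonism = EC100 isoproterenol or metaproterenol; nearly all actives have a fitted effect of over 65% in size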
Target sequence (P07550 whole entry, looked up): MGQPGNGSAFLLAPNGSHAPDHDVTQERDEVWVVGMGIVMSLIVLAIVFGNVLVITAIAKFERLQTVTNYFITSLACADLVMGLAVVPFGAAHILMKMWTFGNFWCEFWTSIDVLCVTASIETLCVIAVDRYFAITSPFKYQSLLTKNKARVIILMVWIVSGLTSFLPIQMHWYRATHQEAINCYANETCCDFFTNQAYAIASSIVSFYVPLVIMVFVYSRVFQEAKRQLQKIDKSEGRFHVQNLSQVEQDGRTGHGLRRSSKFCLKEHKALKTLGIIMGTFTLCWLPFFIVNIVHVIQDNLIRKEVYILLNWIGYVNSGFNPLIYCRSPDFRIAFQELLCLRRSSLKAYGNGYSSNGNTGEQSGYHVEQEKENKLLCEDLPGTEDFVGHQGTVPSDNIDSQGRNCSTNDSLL
Tb PFK inh – qHTS Assay to Find Inhibitors of T. brucei phosphofructokinase; T. brucei PFK, ADP-Glo luminescence; ATP-dependent 6-phosphofructokinase (Trypanosoma brucei brucei), O15648; AID 485367, 2010; Potency, µM (highest dose often 57.5 µM), inactives show at the highest dose activity, negative = inhibition, most hits filed as inhibitors; 330,000 tested, 0.17% active;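 also: potency is read from the fitted curve at half-maximal effect; 0% = uninhibited 1x PFK enzyme wells and -100% = no-enzyme wells; nearly all actives have a fitted effect of over 60% in size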
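Compounds were pin-transferred as a titration series up to 57 uM into substrate buffer (0.5 mM F6P, 0.1 mM ATP, pH 8.0), then 1.25 nM PFK was added and reactions ran 45 min before ADP-Glo detection.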
a7 integrin act – qHTS for Activators of Integrin-Mediated Alleviation for Muscular Dystrophy. 350,000 tested, 0.064% active. Potency, µM (series often up to 38.3 µM), without a hit: top-dose activation, most hits filed as activators. AID 624291, 2012. alpha7betagal myoblasts, beta-gal FDG fluorescence, 48 h;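 also: potency is read from the fitted curve at half-maximal effect; 100% = response of the positive control SU9516; nearly all actives have a fitted effect of over 60% in size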
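Alpha7betagal+/- myoblasts (passage 13) were plated 16-24 hr, then exposed to compounds (1:260 dilution of DMSO stock) for 48 hours at 37C. After MPER lysis, β-galactosidase reporter activity was read as FDG fluorescence (ex 480/em 540) after 30 minutes.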
ASM inhibitor – Inhibitors of Secretory Acid Sphingomyelinase (S-ASM): qHTS; Sphingomyelin phosphodiesterase (Homo sapiens), P17405; placental ASM, HMU-PC fluorogenic substrate, 60 min; Potency, µM (series often up to 57.5 µM), for inactives: at the top dose activity change, negative = inhibition, actives largely listed as inhibitors; 340,000 tested, 0.006% active; AID 504937, 2011; also: potency is read from the fitted curve at half-maximal effect
Target sequence (P17405 47-631 limits assumed): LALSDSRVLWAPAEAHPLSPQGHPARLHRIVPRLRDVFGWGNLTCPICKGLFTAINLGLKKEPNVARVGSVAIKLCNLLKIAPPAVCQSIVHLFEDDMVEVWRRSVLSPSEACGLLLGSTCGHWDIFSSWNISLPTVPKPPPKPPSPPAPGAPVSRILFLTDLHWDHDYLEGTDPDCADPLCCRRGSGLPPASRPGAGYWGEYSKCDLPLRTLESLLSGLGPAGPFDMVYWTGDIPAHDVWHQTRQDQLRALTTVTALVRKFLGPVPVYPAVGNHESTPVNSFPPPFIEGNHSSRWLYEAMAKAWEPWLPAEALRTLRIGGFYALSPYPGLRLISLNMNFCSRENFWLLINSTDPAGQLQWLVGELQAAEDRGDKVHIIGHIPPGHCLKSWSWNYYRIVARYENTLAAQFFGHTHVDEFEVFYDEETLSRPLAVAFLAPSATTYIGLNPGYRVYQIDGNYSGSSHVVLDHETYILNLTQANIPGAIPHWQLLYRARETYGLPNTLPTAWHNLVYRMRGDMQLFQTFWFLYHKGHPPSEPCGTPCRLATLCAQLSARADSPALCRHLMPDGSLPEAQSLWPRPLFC
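qHTS format. ASM enzyme prepared from human placenta hydrolyses the fluorogenic substrate HMU-PC0 (9 uM final) over 60 min at 37 °C after a 10 min compound preincubation.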
Menin-MLL TR inh – qHTS Assay for Inhibitors Targeting the Menin-MLL Interaction in MLL Related Leukemias: Competition With Texas Red Labeled MLL-derived Mutant Peptide; O00255; Potency, µM (top dose mostly 61.6 µM), for the others: top-dose FP activity change, negative = inhibition, actives largely listed as inhibitors; AID 1768, 2009; 270,000 tested, 0.23% active; Menin + Texas Red MLL mutant peptide, fluorescence polarization; active = well fitted inhibition curve with a large enough effect in the polarisation, with a control signal flat, not every such curve was filed as active; inconclusive = small, poorly fitted or top-dose-only effect, or effect the other way, or a change in a side signal; inactive = no such curve, though single readings can be large or run the other way; the % refers to the polarisation; also: potency is read from the fitted curve at half-maximal effect; % of control where 0% means no effect; many of its hits are not listed in these tables
Chronic BCR inh – qHTS Assay to Find Inhibitors of Chronic Active B-Cell Receptor Signaling; ABC-DLBCL IkBa-CBG/CBR reporter, luminescence ratio, 4 h; 340,000 tested, 0.05% active; Potency, µM (doses to about 46.1 µM), without a hit: top-dose ratio change, negative = lower green/red ratio, usual class: inhibitors; active = well fitted inhibition curve with a large enough effect in the signal ratio, with a control signal flat, not every such curve was filed as active; inconclusive = small, poorly fitted or top-dose-only effect, or effect the other way, or a change in a side signal; the % refers to the signal ratio;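 also: potency is read from the fitted curve at half-maximal effect; plate controls were basal doxycycline-induced cells for no effect and cells given 10 µM MG132 for full effect; MG132 reads +100%, hits lower the ratio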
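Compounds up to 46 uM were incubated four hours with TMD8 cells whose green CBG68 luciferase is fused to IkappaBalpha; red CBR luminescence normalised the signal, and concentration-effect curves were fitted to fusion, red and ratio data.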
Giardia kill – Small Molecules that selectively kill Giardia lamblia: qHTS. Giardia lamblia trophozoite viability. activity change, % at 7.66 µM, hits read low. 340,000 tested, 0.15% active. AID 540267, 2011; in the data active = activity change below about -80%; inconclusive = between about -30% and that limit;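 also: parasites exposed to compound for two days anaerobically before the ATP read; % is scaled to controls: 0 for no effect and ±100 for the full control effect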
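Giardia lamblia trophozoites (100 cells/well) were incubated with compounds for 48 h at 37 deg C under anaerobic conditions. Viability was read as ATP content by one-step luminescence after 15-30 min at room temperature.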
GALK inhibitor – qHTS Assay for Inhibitors of Human Galactokinase (GALK); Purified GALK, Kinase-Glo residual ATP luminescence; Potency, µM (titrated, usually from 57.5 µM), for inactives: top-dose activity change, negative = inhibition, actives largely listed as inhibitors; 270,000 tested, 0.007% active; AID 1868, 2009; also: potency is read from the fitted curve at half-maximal effect; % is scaled to controls: 0 for no effect and ±100 for the full control effect
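ATP-depletion format; final 35 uM ATP, 100 uM D-galactose, 5 nM enzyme; pH 8.0 HEPES/Mg2+ buffer; 60 min RT; luminescence read 10 min after detection reagent.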
PKM2 act – qHTS Assay for Activators of Human Muscle isoform 2 Pyruvate Kinase; Pyruvate kinase PKM (Homo sapiens), P14618; purified PKM2, Kinase-Glo ATP luminescence, activation; response scale: 0% is enzyme alone, no compound; Potency, µM (highest dose often 57.5 µM), without a hit: top-dose activation, actives largely listed as activators; 260,000 tested, 0.34% active; AID 1631, 2009; also: potency is read from the fitted curve at half-maximal effect; % is scaled to controls: 0 for no effect and ±100 for the full control effect; nearly all actives have a fitted effect of over 55% in size
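Kinase-Glo luminescence reports ATP generated from ADP (0.1 mM) and PEP (0.5 mM) by purified hPK-M2 after 1 h at room temperature, pH 7.2 imidazole buffer; intermediate enzyme activity allows detecting inhibitors and activators.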
* = called active by the depositor; ? = inconclusive; / = not tested or not shown; [ ] = another dose, or the depositor's remark. Unless noted, calls follow the shape of the dose curve; as a rule, active = well fitted curve in the direction sought with a large enough effect; inconclusive = small, poorly fitted or top-dose-only effect, or another doubt; inactive = no such curve, though single readings can be large; an effect the other way counts as inactive or inconclusive.

Values run as follows: Coupling enz, PTAP TSG101 blk, B2AR arrestin, Tb PFK inh, a7 integrin act, ASM inhibitor, Menin-MLL TR inh, Chronic BCR inh, Giardia kill, GALK inhibitor, PKM2 act
(1) CCc1ccc(NC(=O)CCC(=O)N2CCSc3ccccc32)cc1
    -4, -1%, -0.1%, 0%, 4%, 0%, 16%, 16%, -14, /, -17%
(2) CCCNC(=O)Cn1nc(C(F)(F)F)c2c1CCCC2
    -1, -3%, -2.0%, 1%, 2%, -1%, 26%, ?, 10, -1%, -5%
(3) CC1CCCC(C)N1S(=O)(=O)c1ccc(NC(=O)CNCC2CCCO2)cc1 (stereo not given)
    0, /, -0.2%, -2%, 0%, 1%, 2%, ?, -5, -1%, -2%
(4) CN(C(=O)COC(=O)c1cccc(F)c1)c1ccccc1
    2, -3%, -0.5%, -1%, -228%[inhibitor], -1%, 6%, -4%, 16, -3%, 1%
(5) Cc1c(F)cccc1NC(=O)c1ccc2c(c1)CCN2S(C)(=O)=O
    0, -1%, -0.5%, 5%, 4%, 4%, -1%, -16%, -21, -4%, 0%
(6) Cc1ccc(C(=O)N2c3ccccc3OCC2C)cc1 (stereo not given)
    0, -1%, 0.5%, 10%, -12%, 4%, -15%, -3%, -23, 1%, /
(7) Cc1ccc(C(=O)Nc2ncccc2O)o1
    /, -2%, 0.3%, -10%, 15%, 0%, /, ?, 40[activator], /, /
(8) COc1cc(CNn2cn[nH]c2=S)ccc1OCC(=O)NC(C)(C)C
    1, 0%, -0.8%, -6%, -6%, -3%, -28%, 1%, 24, /, -2%
(9) Cc1cccn2c(=O)c(C=O)c(Nc3ccccc3)nc12
    2, -5%, -0.1%, 2%, 32%, -2%, 19%, -5%, 1, -2%, 1%
(10) COc1ccc(NC(=O)CCNS(=O)(=O)c2cccc3nsnc23)c(OC)c1
    2, 4%, -0.7%, -1%, 15%, -16%, 4%, 5%, -13, 1%, 0%
(11) O=C1c2cccc3cccc(c23)C(=O)N1c1ccncc1
    1, -2%, -0.2%, 1%, -1%, 12%, -1%, ?, 17, 0%, -1%
(12) O=C(NCc1cccnc1)Nc1ccccc1
    4, -1%, -0.5%, -4%, 20%, 0%, 20%, -11%, 1, 4%, -9%
(13) Cc1ccc(S(=O)(=O)c2ccc(Cl)cc2)cc1S(=O)(=O)N1CCOCC1
    -1, -3%, -1.0%, 1%, ?, -2%, -1%, 0%, -11, -1%, 4%
(14) CN(C)c1ccc(N/C(=N\S(=O)(=O)c2cccs2)c2ccccc2)cc1
    -5, -4%, 0.1%, 1%, -11%, -4%, 24%, ?, 4, 1%, 19%
(15) O=C(C[N+]1(CC#Cc2ccccc2)CCOCC1)c1ccccc1
    0, 0%, -0.1%, 1%, 3%, 0%, ?, 8%, -10, 10%, /
(16) CC(=O)c1sc(NC(=O)c2ccc(F)c(F)c2)nc1C
    3, -3%, -1.0%, 4%, 13%, -2%, ?, -5%, -19, 1%, -4%
(17) O=C(C[n+]1ccc(C(=O)c2ccccc2)cc1)Nc1ccc(C(F)(F)F)cc1
    -15, -2%, -0.7%, 4%, 16%, 0%, -15%, 5%, -4, 10%, /
(18) O=C(NCC1CCCO1)c1onc(CSc2cccc3ccccc23)c1C(=O)O (stereo not given)
    17, -10%, -0.3%, -4%, 31%, 17%, 15%, 10%, 30, -10%, -1%
(19) CC(=O)C1=C(O)C(=O)N(C)C1c1ccccc1[N+](=O)[O-] (stereo not given)
    -13, -1%, -0.2%, -3%, ?, 9%, /, ?, -20, 1%, 0%
(20) C/C(=N\NC(=O)c1ccc(Cl)cc1)c1ccccn1
    0, -2%, 6.1%, -1%, -42%[inhibitor], 2%, -10%, ?, -19, 0%, -6%
(21) O=C(N/N=C/c1ccccc1[N+](=O)[O-])c1ccc2c(c1)OCCO2
    0, 0%, -0.4%, -2%, -28%, -1%, /, -1%, ?, 1%, -22%
(22) Cc1ncoc1C(=O)Nc1ccccc1-c1ccccc1
    1, -3%, 0.5%, -2%, -15%, 5%, 3%, -6%, 6, -2%, 2%
(23) O=C(NCC1CCCCC1)c1cccnc1
    6, 0%, -0.8%, -1%, 3%, 1%, 2%, 3%, -1, 5%, 2%
(24) Cc1ccc(C2=Nc3ccccc3SC(c3cccc([N+](=O)[O-])c3)C2)cc1 (stereo not given)
    -16, -6%, -0.6%, ?, 5%, -8%, -10%, ?, -7, 5%, -15%
(25) O=C(Nc1ccccc1)c1ccncc1
    0, -6%, /, /, 18%, -1%, 4%, /, 3, 1%, -2%
(26) Cc1cc2cc3c(cc2nc1SCC(=O)O)CCC3
    22, -2%, -0.9%, 1%, -30%, 5%, 0%, ?, 4, -1%, 2%
(27) CC1(C)CC(=O)C=C(N2CCOCC2)C1
    0, -1%, -0.3%, -2%, -11%, 2%, 2%, -3%, 3, 0%, 0%
(28) Cc1cccc(N(CC(=O)NCCSCc2ccccc2)S(C)(=O)=O)c1
    2, -3%, -0.1%, 0%, 8%, 2%, -5%, -3%, -10, 7%, 2%
(29) O=C(C1=C[C@@H](c2csc3ccccc23)C[C@@H](OCc2ccc(CO)cc2)O1)N1CCN(Cc2ccc3c(c2)OCO3)CC1
    0, 2%, 0.4%, 0%, -13%, 0%, ?, ?, -3, 4%, -2%
(30) COc1ccc(CN2CCC(CNC(=O)NC3CCCCC3)CC2)cc1
    -1, -3%, -0.7%, 6%, -5%, 1%, -11%, -5%, -11, 2%, -5%
(31) CCOc1cc(/C=N/Nc2ncnc(Cl)c2N)ccc1O
    0, -3%, 0.2%, 3%, 11%, 0%, 3%, -11%, 11, 2%, 0%
(32) COc1cccc(Oc2ccc(C(F)(F)F)cc2NC(=O)CN2C(=O)NC3(CCCC3)C2=O)c1
    /, 1%, 0.1%, -9%, -26%, 7%, /, ?, 10, /, /
(33) Cc1c(Cl)cccc1NC(=O)CN1CCC(C(O)(c2ccccc2)c2ccccc2)CC1
    2, 0%, 0.4%, 4%[0.46 µM], -4%, -3%, -21%, 1%, 10, -1%, -3%
(34) Cc1ccccc1C(=O)Nc1ccc(-c2nnc(SC(C)C(=O)O)n2C)cc1 (stereo not given)
    0, -6%, 0.1%, -5%, -12%, 0%, /, 2%, 5, 1%, -15%
(35) COc1cc(OC)c(NC(C)C(=O)NCc2ccccc2)cc1Cl (stereo not given)
    -50*, -1%, 0.1%, 2%, 17%, 2%, -13%, ?, 10, -3%, 0%
(36) S=c1[nH]nc(-c2cccnc2)n1/N=C/C(Cl)=C\c1ccccc1
    -2, -1%, 0.1%, -3%, -50%[inhibitor], /, -1%, 3%, 9, -1%, -7%
(37) CCOC(=O)c1sc(N)c(C#N)c1COC(=O)C1=COCCO1
    /, -7%, -0.1%, -11%, -13%, 2%, /, 11%, -5, /, /

Two records picked at random from those above, as already listed:
Values run as follows: Coupling enz, PTAP TSG101 blk, B2AR arrestin, Tb PFK inh, a7 integrin act, ASM inhibitor, Menin-MLL TR inh, Chronic BCR inh, Giardia kill, GALK inhibitor, PKM2 act
(36) S=c1[nH]nc(-c2cccnc2)n1/N=C/C(Cl)=C\c1ccccc1
    -2, -1%, 0.1%, -3%, -50%[inhibitor], /, -1%, 3%, 9, -1%, -7%
(35) COc1cc(OC)c(NC(C)C(=O)NCc2ccccc2)cc1Cl (stereo not given)
    -50*, -1%, 0.1%, 2%, 17%, 2%, -13%, ?, 10, -3%, 0%

Some of the compounds tested (hit frequency here may not be typical).
